Screening results from PubChem BioAssay.
mHTT-CaM PPI inh = inhibitors of human mutant huntingtin-calmodulin interaction; inhibition, % at 15 µM; actives 3.6% (n = 190,000); AlphaScreen His-mHTT/GST-CaM binding, luminescence;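 note: 0% = both proteins with DMSO and 100% = one protein alone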
Target sequence (P42858 whole entry, looked up, stated change not applied): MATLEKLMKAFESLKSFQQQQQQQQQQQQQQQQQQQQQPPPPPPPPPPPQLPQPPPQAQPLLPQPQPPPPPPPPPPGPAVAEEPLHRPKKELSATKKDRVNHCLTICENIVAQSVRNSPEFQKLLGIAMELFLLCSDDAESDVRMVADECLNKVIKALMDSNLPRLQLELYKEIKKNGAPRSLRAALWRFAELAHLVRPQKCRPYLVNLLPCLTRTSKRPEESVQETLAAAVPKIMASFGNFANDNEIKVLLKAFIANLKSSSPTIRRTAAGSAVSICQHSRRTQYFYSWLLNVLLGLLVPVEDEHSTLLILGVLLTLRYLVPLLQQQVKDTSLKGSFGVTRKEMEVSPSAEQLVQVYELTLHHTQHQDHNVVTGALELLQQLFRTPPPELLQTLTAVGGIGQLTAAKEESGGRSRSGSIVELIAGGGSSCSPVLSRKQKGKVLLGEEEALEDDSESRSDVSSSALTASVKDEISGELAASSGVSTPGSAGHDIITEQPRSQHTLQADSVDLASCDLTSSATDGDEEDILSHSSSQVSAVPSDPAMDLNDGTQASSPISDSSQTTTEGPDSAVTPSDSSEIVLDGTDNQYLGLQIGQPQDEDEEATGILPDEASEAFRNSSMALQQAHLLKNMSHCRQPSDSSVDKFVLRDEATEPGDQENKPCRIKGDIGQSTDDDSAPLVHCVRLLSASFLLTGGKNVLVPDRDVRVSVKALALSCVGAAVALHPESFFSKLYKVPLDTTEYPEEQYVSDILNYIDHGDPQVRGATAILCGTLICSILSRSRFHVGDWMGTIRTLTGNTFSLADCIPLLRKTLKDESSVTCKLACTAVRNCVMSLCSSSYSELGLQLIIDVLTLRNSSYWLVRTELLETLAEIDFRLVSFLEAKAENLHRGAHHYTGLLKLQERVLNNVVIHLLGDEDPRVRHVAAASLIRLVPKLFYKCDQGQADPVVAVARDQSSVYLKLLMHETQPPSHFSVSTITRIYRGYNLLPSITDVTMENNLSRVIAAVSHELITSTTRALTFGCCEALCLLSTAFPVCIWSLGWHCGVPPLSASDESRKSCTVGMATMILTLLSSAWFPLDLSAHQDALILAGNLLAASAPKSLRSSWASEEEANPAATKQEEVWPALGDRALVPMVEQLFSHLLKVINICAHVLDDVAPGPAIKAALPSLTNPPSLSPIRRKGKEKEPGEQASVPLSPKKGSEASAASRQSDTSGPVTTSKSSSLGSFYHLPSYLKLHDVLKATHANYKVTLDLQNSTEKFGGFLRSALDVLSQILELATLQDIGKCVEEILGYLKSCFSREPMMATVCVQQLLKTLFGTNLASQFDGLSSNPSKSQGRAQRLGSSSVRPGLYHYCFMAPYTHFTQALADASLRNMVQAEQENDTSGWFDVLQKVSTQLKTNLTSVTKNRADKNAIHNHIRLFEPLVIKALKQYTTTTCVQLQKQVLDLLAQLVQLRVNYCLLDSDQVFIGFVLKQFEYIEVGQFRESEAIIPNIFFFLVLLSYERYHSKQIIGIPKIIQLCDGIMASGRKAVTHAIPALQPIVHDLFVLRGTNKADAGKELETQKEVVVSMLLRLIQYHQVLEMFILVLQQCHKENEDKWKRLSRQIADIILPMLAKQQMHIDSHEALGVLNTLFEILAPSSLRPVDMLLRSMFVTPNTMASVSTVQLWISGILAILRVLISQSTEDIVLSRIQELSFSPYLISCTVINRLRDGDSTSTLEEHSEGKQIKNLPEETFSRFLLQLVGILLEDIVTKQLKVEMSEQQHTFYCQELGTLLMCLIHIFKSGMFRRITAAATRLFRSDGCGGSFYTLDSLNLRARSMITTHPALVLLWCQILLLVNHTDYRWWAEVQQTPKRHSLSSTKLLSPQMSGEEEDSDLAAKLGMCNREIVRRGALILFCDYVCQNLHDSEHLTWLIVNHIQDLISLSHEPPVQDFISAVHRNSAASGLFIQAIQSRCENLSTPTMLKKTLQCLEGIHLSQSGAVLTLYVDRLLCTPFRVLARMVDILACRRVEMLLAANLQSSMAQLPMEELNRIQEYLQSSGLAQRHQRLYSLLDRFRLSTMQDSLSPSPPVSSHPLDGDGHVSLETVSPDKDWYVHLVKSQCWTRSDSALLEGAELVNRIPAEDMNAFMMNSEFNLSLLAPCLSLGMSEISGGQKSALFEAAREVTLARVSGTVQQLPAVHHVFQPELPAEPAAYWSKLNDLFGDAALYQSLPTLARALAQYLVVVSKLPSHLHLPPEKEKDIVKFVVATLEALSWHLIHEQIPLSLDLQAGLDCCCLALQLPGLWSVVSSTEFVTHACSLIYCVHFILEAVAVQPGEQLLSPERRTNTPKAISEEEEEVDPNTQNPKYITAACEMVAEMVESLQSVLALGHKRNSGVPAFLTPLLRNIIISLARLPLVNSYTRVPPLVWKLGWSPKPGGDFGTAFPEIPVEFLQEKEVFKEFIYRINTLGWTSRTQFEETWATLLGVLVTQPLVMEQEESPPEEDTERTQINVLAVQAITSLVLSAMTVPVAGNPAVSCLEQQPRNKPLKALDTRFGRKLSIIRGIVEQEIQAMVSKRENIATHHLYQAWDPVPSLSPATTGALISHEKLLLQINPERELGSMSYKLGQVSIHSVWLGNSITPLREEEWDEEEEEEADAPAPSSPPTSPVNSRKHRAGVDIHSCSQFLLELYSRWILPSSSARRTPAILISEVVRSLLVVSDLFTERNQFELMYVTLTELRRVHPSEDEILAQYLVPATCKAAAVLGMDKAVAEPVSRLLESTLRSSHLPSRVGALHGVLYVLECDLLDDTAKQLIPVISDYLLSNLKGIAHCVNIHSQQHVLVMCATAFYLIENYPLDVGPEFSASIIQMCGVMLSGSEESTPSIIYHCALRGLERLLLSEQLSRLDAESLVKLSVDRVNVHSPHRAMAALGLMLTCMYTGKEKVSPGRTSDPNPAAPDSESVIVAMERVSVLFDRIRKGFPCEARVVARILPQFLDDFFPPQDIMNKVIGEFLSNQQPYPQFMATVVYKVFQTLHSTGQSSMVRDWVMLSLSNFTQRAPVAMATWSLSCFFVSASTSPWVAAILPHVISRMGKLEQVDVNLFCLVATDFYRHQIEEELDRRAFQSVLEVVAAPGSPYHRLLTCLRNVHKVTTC
Pf apPOL inh = Pf-apPOL DNA polymerase inhibition. inhibition, % at 10 µM. actives 0.25% (n = 210,000). Recombinant Pf-apPOL, molecular beacon fluorescence, 1.5 h
* = called active by the depositor; nt = not tested or not shown; & = joins results of further samples. Cut-off read from the data, not from the text of the source: active = inhibition above about 50%; inactive = the rest. The list is partial. The share of hits here may be higher or lower than overall.

SMILES	mHTT-CaM PPI inh	Pf apPOL inh
Cc1ccc(C2=NC3(CCN(CC(=O)NCc4ccc(F)cc4)CC3)NC2=O)cc1	33	5
O=C(C1CCC1)N1CCN(c2nc3c(s2)CC(C(=O)N2CCOCC2)CC3)CC1 (stereo not given)	0	0
Cc1ccc(S(=O)(=O)N2CCc3nc[nH]c3C2)cc1	3	0
O=C(c1cccs1)N1C[C@H](O)[C@@H](n2cc(C3CC3)nn2)C[C@@H]1c1ccccc1	5	-6
COc1ccccc1CNS(=O)(=O)c1ccc(F)cc1Br	-10	0
COc1cc(SC)ccc1C(=O)Nc1ccc2c(c1)OC(C)(C)O2	2	0
COc1cc2c(c(OC)c1OC)-c1c(cc3c(c1OC)OCO3)CC(C)C(C)(O)C2OC(=O)c1ccccc1 (stereo not given)	nt	-13
O=C(C1CCCO1)N1CCC(c2nncn2-c2ccccc2)CC1 (stereo not given)	-12	-1
CNC(=O)c1cc(=O)[nH]c2ccc(F)cc12	-2	-1
COc1ccc(CN2CCN(C(=O)CCSCc3ccccc3F)CC2)c(OC)c1OC	16	-19
C=CCn1c(SCC(=O)c2ccc(OC)cc2)nnc1-c1cccs1	-2	1
Cc1c(C(=O)Nc2c(F)c(F)c(F)c(F)c2F)cccc1[N+](=O)[O-]	9	-4
CCCCSc1nnc2c(n1)OC(c1ccc([N+](=O)[O-])o1)Nc1ccccc1-2 (stereo not given)	45	-2
Cc1nn(C)cc1C(C)NC(=O)C1CCN(c2cn[nH]c(=O)c2)CC1 (stereo not given)	-8	-7
Cc1ccc(N=C2SC(C(=O)Nc3ccc(F)cc3)CC(=O)N2C)cc1Cl (stereo not given)	5	42
O=C(Nc1ccc([N+](=O)[O-])cc1)C12CC3CC(CC(C3)C1)C2	3	1
CCN(CC(=O)N1CCn2cccc2C1c1ccc(F)cc1F)C(=O)N(C)C (stereo not given)	18	-3
Cc1cccc(-n2cnc3cc(C(=O)NCCN4CCOCC4)ccc32)c1	6	0
O=C(Nc1c2c(nn1-c1ccc(F)cc1)CS(=O)(=O)C2)c1ccc(Cl)c([N+](=O)[O-])c1	15	-5
OCCC1CNCCN1CC1CCCCC1 (stereo not given)	-4	nt
COc1ccc(NC(=O)C(c2ccc(OC)cc2)N(C)C(=O)/C=C/c2ccc3c(c2)OCO3)cc1 (stereo not given)	19	-2
COc1ccccc1NCc1ccc([N+](=O)[O-])s1	31	11
Cc1ccc(S(=O)(=O)c2nc(Nc3c(C)n(C)n(-c4ccccc4)c3=O)sc2Cl)cc1	9	-4
Cc1csc(NC(=O)CSc2ncc(-c3ccccc3)[nH]2)n1	-1	-1
Cc1ccc2nc(-c3ccc(N)cc3O)oc2c1	31	0

The closing 2 compounds of the section above come first, to join the parts.
SMILES	mHTT-CaM PPI inh	Pf apPOL inh
Cc1csc(NC(=O)CSc2ncc(-c3ccccc3)[nH]2)n1	-1	-1
Cc1ccc2nc(-c3ccc(N)cc3O)oc2c1	31	0
O=C(c1ccc(C(F)(F)F)s1)N1CCc2c(nc(-c3ccccc3)[nH]c2=O)C1	0	-2
CC(C)(C)NC(=O)C1C2CC3(Oc4ccc5ccccc5c42)N1c1ccccc1C3(C)C (stereo not given)	nt	8
O=C1c2ccc([N+](=O)[O-])cc2C(=O)N1CC1CCCO1 (stereo not given)	-5	-2
Cc1cc(OCC(=O)Nc2cccc(Cl)c2C)ccc1Cl	2	4
O=C(CSc1ccc2ccccc2n1)Nc1cccc(C(F)(F)F)c1	-27	-4
O=C(NCCC1=CCCCC1)C(=O)Nc1ccon1	-7	-6
Nc1ncc(Cc2ccccc2Cl)s1	5	-3
Cc1ccc(NC(=O)CN2C(=O)C(c3ccccc3)=NC2(C)C)cc1	1	-1
CCS(=O)(=O)N1CCc2c(c(-c3nc(C)no3)nn2C)C1	-1	-1
CCN1C(=O)Cc2cc(C(=O)N3CCN(c4cccc(OC)c4)CC3)ccc21	27	-2
CC(=C1C(=O)c2ccccc2C1=O)N1CCN(Cc2ccc3c(c2)OCO3)CC1	5	-1
COc1cc(C2Nc3ccccc3NC3=C2C(=O)CC(c2ccccc2)C3)cc(Cl)c1O (stereo not given)	28&50	-5&-6
Cc1nc2ccccc2n1CCN1CCCCC1	-1	-5
O=C(Nc1ccc2c(c1)Cc1cc(NC(=O)c3ccco3)ccc1-2)c1ccco1	-1	-7
CNc1cc(C(=O)N(C)C)c2cccc(Cl)c2n1	-6	-7
O=C(Cc1ccc(Cl)cc1)Nc1nnc(C2CC(=O)N(c3ccc(F)cc3)C2)o1 (stereo not given)	71*	-4
CCC(C(=O)Nc1ccc([N+](=O)[O-])cc1C)c1ccccc1 (stereo not given)	-3	2
O=C(c1ccc(F)c(F)c1)N1CCCC(c2ccnc(-c3cccc(F)c3)n2)C1 (stereo not given)	-2	-3
O=C(c1ccccc1OCC1CCN(C(=O)C2CCCCC2)CC1)N1CCOCC1	8	-10
CN(C)C(=O)c1cccc2c1CCN2C(=O)C1CC1	-6	-2
COCCOc1ccc(N=Cc2ccccc2O)cc1C(=O)O	nt	-6
Cc1ccc(N2CCC(NC(=O)Cc3cccs3)C2=O)cc1 (stereo not given)	0	3
O=C(c1ccc(OCC2CCCN(C(=O)c3cccc(F)c3)C2)cc1)N1CCCCC1 (stereo not given)	10	-2
O=C(CSc1nccn1-c1ccccc1)Nc1cccc(C(F)(F)F)c1	47	2
CCOc1ccccc1NC(=O)CN1CCN(c2nccn2-c2ccc(C)cc2)CC1	-6	-8
SMILES	mHTT-CaM PPI inh	Pf apPOL inh
Cc1cc(=O)n(CC(=O)Nc2cc(F)ccc2F)c(N2CCCCC2)n1	-8	0
O=C(c1ccccc1)N1CCC(CCOCc2cccc(F)c2)CC1	-5	-3
CCc1cc(C2CCCN2C(=O)CCc2ccc(OC)cc2)on1 (stereo not given)	-6	2
ON(Cc1c(F)cccc1Cl)Cc1c(F)cccc1Cl	nt	3
CCCCOc1ccc(C(=O)Nc2ccc([N+](=O)[O-])cc2Cl)cc1	-1	10
COC(=O)C1=NNC(C(=O)OC)=NN1	nt	16
CC(O)CNCCNc1ccc(Cl)cc1[N+](=O)[O-] (stereo not given)	10	3
O=C(Nc1cccc(F)c1)c1csc(-c2ccc(N3CCCC3)nc2)n1	0	-2
COc1ccc(N=C2SC(CC(=O)Nc3ccc(C(=O)O)cc3)C(=O)N2C)cc1 (stereo not given)	-3	-4
Cc1ccsc1CN1CCC(C(=O)N2CCCC2)CC1	0	-3
CC(O)c1ccc(NC(=O)c2cnn3c2NC(c2cccs2)CC3C(F)(F)F)cc1 (stereo not given)	17	3
NS(=O)(=O)c1ccc(NC(=O)CC(NCc2ccco2)C(=O)O)cc1 (stereo not given)	-23	-2
CCC(C(=O)NC1(c2nc(-c3cccnc3)no2)CCCCC1)c1ccccc1 (stereo not given)	-1	-5
CC1(C(=O)NC2CCCCC2)Cc2ccccc2C(=O)N1Cc1cccnc1 (stereo not given)	-6	-5
O=C(C1=CN(c2ccc3c(c2)OCO3)c2ccccc2S1(=O)=O)N1CCCCC1	2	0
CC(C)Cn1c(=O)c(N2CCN(C(=O)c3ccc(N(C)C)cc3)CC2)nc2ccncc21	23	-3
CCOC(=O)C(N)CSC1CC(=O)N(c2ccc(OC(F)(F)F)cc2)C1=O (stereo not given)	nt	-10&-11
O=C(O)C1Sc2[nH]c(=O)sc2C2c3cc(Br)ccc3OC(=O)C12 (stereo not given)	12	-10
COc1ccc(C2CN(C(=O)C3CCCC3)CC2C(=O)N2CCOCC2)cc1 (stereo not given)	7	-2
Cc1ccc2cc(C3CC(c4cccs4)=NN3C(=O)CCC(=O)O)c(Cl)nc2c1 (stereo not given)	7	-35
COc1ccc(CNC(=O)N2CCC3(C2)Nc2cccnc2NC3=NC(C)(C)C)cc1 (stereo not given)	-3	-5
COc1cc(NC(=O)C(Cl)(Cl)Cl)cc(OC)c1	-3	1
NC(=O)c1ccc(NC(=O)CCC(=O)O)cc1Cl	-3	-9
O=C(Nc1ccc(N2CCN(Cc3ccoc3)CC2)nc1)c1cccc(F)c1	6	-2
COc1ccc(C2=NOC(C(=O)N3CCN(c4ccccc4)CC3)C2)cc1OC (stereo not given)	-2	1
SMILES	mHTT-CaM PPI inh	Pf apPOL inh
CCCC12CN3CC(C)(CN(C1)C3c1cccc([N+](=O)[O-])c1)C2=O (stereo not given)	2	0
COc1ccc(-c2nnc(N3CCC(C(=O)NCc4ccccc4C)CC3)o2)cc1	7	2
CCn1c(SC)nnc1-c1nn(C)c2c1CN(C(=O)c1ccc(F)c(F)c1)CC2	1	-2
CC(=O)N1CCC2(CC1)N=C(c1ccccc1O)CC(c1ccccc1)N2 (stereo not given)	37	6
Cc1ccc(Cl)cc1NC(=O)C12CCC(C)(C(=O)C1)C2(C)C (stereo not given)	-9	-2
CN1C(=O)c2cccc(NC(=O)c3cc(=O)c4ccccc4o3)c2C1=O	-7	-5
O=C(O)C1Nc2c(Cl)cc(Cl)cc2C2C=CCC12 (stereo not given)	95*	nt
CCOC(=O)C1=C(O)C(Nc2nccs2)(C(F)(F)F)N=C1C (stereo not given)	1	nt
CCC(C(=O)N1CCC(COc2ccc(C(=O)N3CCCC3)cc2)CC1)c1ccccc1 (stereo not given)	13	2
O=C(Cn1nc([N+](=O)[O-])nc1Br)Nc1ccccc1	-1	-7
Cc1ccc(NC(=O)N2CCC(CCOc3ccncc3)CC2)cc1	-1	0
CC(=O)Nc1ccc(N=Cc2ccc(C=Nc3ccc(NC(C)=O)cc3)cc2)cc1	0	3
CC1(C(=O)NCc2ccccc2)CCCN(C(=O)c2ccc(F)cc2)C1 (stereo not given)	-9	0
Cc1ccc(-c2ccc(CN3C(C)C(=O)N(Cc4cn(Cc5ccco5)nn4)CCS3(=O)=O)cc2)c(C)c1 (stereo not given)	84*	0
COc1ccc(-c2cc(CNC(=O)c3cc4ccccc4o3)no2)cc1OC	35	-2
Cc1cc(Br)ccc1NC(=O)c1coc(=O)c2ccccc12	2	-1
CCc1ccc(C2C(C#N)=C(SCC(=O)c3ccccc3)NC(C)=C2C(C)=O)cc1 (stereo not given)	-39	-6
CC(=O)c1c(C)nc(C)c(C(C)=O)c1-c1ccccc1	0	1
CCCCCOc1ccc(N2C(=O)CSC2c2cccc([N+](=O)[O-])c2)cc1 (stereo not given)	5	0
O=C(NCc1ccncc1)C(=O)Nc1ccccc1F	-4	-5
CC(C)NC(=O)C(=O)NCc1ccc(Cl)cc1	0	6
COc1cc(C=O)ccc1OCCCOc1ccc([N+](=O)[O-])cc1Cl	13	-2
COCCSc1ccc(-n2ccnc2)nn1	-3	-8
Cc1ccc(CCNC(=O)CCc2cn(C)c3ccccc23)cc1	40	-12
CNC(=O)N1CCC(n2c(C)nc(C(=O)NCCc3ccc(F)cc3)c2C)CC1	10	-6

21 entries from above, ordered by number of heavy atoms, low to high:
SMILES	mHTT-CaM PPI inh	Pf apPOL inh
Nc1ncc(Cc2ccccc2Cl)s1	5	-3
COCCSc1ccc(-n2ccnc2)nn1	-3	-8
COc1cc(NC(=O)C(Cl)(Cl)Cl)cc(OC)c1	-3	1
COc1ccccc1NCc1ccc([N+](=O)[O-])s1	31	11
O=C(Cn1nc([N+](=O)[O-])nc1Br)Nc1ccccc1	-1	-7
O=C(NCc1ccncc1)C(=O)Nc1ccccc1F	-4	-5
CCS(=O)(=O)N1CCc2c(c(-c3nc(C)no3)nn2C)C1	-1	-1
Cc1cc(Br)ccc1NC(=O)c1coc(=O)c2ccccc12	2	-1
COCCOc1ccc(N=Cc2ccccc2O)cc1C(=O)O	nt	-6
Cc1c(C(=O)Nc2c(F)c(F)c(F)c(F)c2F)cccc1[N+](=O)[O-]	9	-4
O=C(c1ccccc1)N1CCC(CCOCc2cccc(F)c2)CC1	-5	-3
CN1C(=O)c2cccc(NC(=O)c3cc(=O)c4ccccc4o3)c2C1=O	-7	-5
CCCCCOc1ccc(N2C(=O)CSC2c2cccc([N+](=O)[O-])c2)cc1 (stereo not given)	5	0
CCN(CC(=O)N1CCn2cccc2C1c1ccc(F)cc1F)C(=O)N(C)C (stereo not given)	18	-3
O=C(C1=CN(c2ccc3c(c2)OCO3)c2ccccc2S1(=O)=O)N1CCCCC1	2	0
CCc1ccc(C2C(C#N)=C(SCC(=O)c3ccccc3)NC(C)=C2C(C)=O)cc1 (stereo not given)	-39	-6
COc1ccc(CNC(=O)N2CCC3(C2)Nc2cccnc2NC3=NC(C)(C)C)cc1 (stereo not given)	-3	-5
CC(C)Cn1c(=O)c(N2CCN(C(=O)c3ccc(N(C)C)cc3)CC2)nc2ccncc21	23	-3
COc1ccc(NC(=O)C(c2ccc(OC)cc2)N(C)C(=O)/C=C/c2ccc3c(c2)OCO3)cc1 (stereo not given)	19	-2
Cc1ccc(-c2ccc(CN3C(C)C(=O)N(Cc4cn(Cc5ccco5)nn4)CCS3(=O)=O)cc2)c(C)c1 (stereo not given)	84*	0
COc1cc2c(c(OC)c1OC)-c1c(cc3c(c1OC)OCO3)CC(C)C(C)(O)C2OC(=O)c1ccccc1 (stereo not given)	nt	-13

Next section.
SMILES	mHTT-CaM PPI inh	Pf apPOL inh
CN(C(=O)c1ccc(S(=O)(=O)c2cccc(Cl)c2)c([N+](=O)[O-])c1)C1CCCCC1	13	3
Cc1ccc2c(c1)NN=C(C(=O)N1CCCCCC1)S2(=O)=O	1	0
NC(N)=Nc1nc(-c2cc(Cl)sc2Cl)cs1	nt	12
CC1CCC2(CC1)OCC(C(=O)NC(C)C)N2C(=O)c1ccccc1C(F)(F)F (stereo not given)	9	-2
CC1=C(C(N)=O)C(c2ccccc2Cl)n2nc(SCc3ccccc3)nc2N1 (stereo not given)	7	-5
CC(=O)N1CCc2nn(CC(=O)Nc3ccc(Cl)cc3F)c(=O)cc2C1	-6	-7
COc1ccc(Cl)cc1N(CC(=O)N1CCN(c2ccc(F)cc2)CC1)S(C)(=O)=O	28	-9
O=c1oc2ccccc2n1CSC1=NCCS1	-10	4
COc1ccc(-c2[nH]n(-c3nc4ccccc4s3)c(=O)c2C=NCc2ccccn2)cc1	84*	-6
